# Bioassay records: PubChem, National Center for Advancing Translational Sciences (NCATS)
# PKM2 activator: increases activity of human pyruvate kinase M2 | P14618 | purified PKM2, Kinase-Glo ATP luminescence, activation; response scale: 0% is enzyme alone, no compound | actives 0.34% (n = 260,000) | Potency, µM (titrated, usually from 57.5 µM), without a hit: at the top dose activation, actives largely listed as activators; note: potency is the fitted concentration of half-maximal effect; % is set by controls: 0 for no effect and ±100 for the full control effect; nearly all actives have a fitted effect of over 55% in size
#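 Purified hPK-M2 (>95% pure) converted ADP (0.1 mM final) to ATP with 0.5 mM PEP in 50 mM imidazole pH7.2, KCl, MgCl2, Tween 20, BSA; 1 h at room temperature. ATP detected by Kinase-Glo luminescence.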
# TSG101-PTAP inh: blocks PTAP/TSG101 interaction to inhibit HIV-1 budding. 340,000 tested, under 10 active. Q99816. Fluorescence polarization, FITC-PTAP peptide / Tsg101 binding. Potency, µM (highest dose often 115 µM), without a hit: at the top dose activity change, negative = inhibition, actives largely listed as inhibitors. AID 493005; active = well fitted inhibition curve with a large enough effect in the main read-out, with a control signal flat, not every such curve was filed as active; inconclusive = small, poorly fitted or top-dose-only effect, or effect the other way, or a change in a side signal; inactive = no such curve, though single readings can be large or run the other way; note: potency is the fitted concentration of half-maximal effect; % of control where 0% means no effect
#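 FP read-out: FITC-PTAP peptide, 50 nM final, binding Tsg101 binding domain, 10 uM final; 20 min, r.t.; 10 mM HEPES pH 7.5, 0.15 M NaCl, 0.01% Tween 20, 3 mM EDTA, 0.1 mM TCEP.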
# Tb PFK block: T. brucei PFK enzyme inhibition; T. brucei PFK, ADP-Glo luminescence; actives 0.17% (n = 330,000); Potency, µM (highest dose often 57.5 µM), for the others: at the top dose activity, negative = inhibition, most hits filed as inhibitors; AID 485367; O15648;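 note: potency is the fitted concentration of half-maximal effect; 0% = uninhibited 1x PFK enzyme wells and -100% = no-enzyme wells; nearly all actives have a fitted effect of over 60% in size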
#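 Compounds were pin-transferred as a titration series up to 57 uM into substrate buffer (0.5 mM F6P, 0.1 mM ATP, pH 8.0), then 1.25 nM PFK was added and reactions ran 45 min before ADP-Glo detection.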
# S-ASM inh: blocks human secretory acid sphingomyelinase; AID 504937; actives 0.006% (n = 340,000); P17405; placental ASM, HMU-PC fluorogenic substrate, 60 min; Potency, µM (doses to about 57.5 µM), without a hit: top-dose activity change, negative = inhibition, hits mostly inhibitors; note: potency is the fitted concentration of half-maximal effect
#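 Human placenta-derived ASM preincubated with compound 10 min at room temperature, then reacted with 9 uM (final) fluorogenic HMU-PC substrate for 60 min at 37 C. Stop solution raises pH to 10; fluorescence read at Ex 386/Em 447 nm.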
# BCR signal inh: inhibitors of chronic active B-cell receptor signaling. AID 493014. Potency, µM (top dose mostly 46.1 µM), for the others: at the top dose ratio change, negative = lower green/red ratio, most hits filed as inhibitors. actives 0.05% (n = 340,000). ABC-DLBCL IkBa-CBG/CBR reporter, luminescence ratio, 4 h; active = well fitted inhibition curve with a large enough effect in the signal ratio, with a control signal flat, not every such curve was filed as active; inconclusive = small, poorly fitted or top-dose-only effect, or effect the other way, or a change in a side signal; the % refers to the signal ratio;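 note: potency is the fitted concentration of half-maximal effect; plate controls were basal doxycycline-induced cells for no effect and cells given 10 µM MG132 for full effect; MG132 reads +100%, hits lower the ratio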
#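 TMD8 ABC-DLBCL cells carrying doxycycline-inducible green luciferase fused to IkappaBalpha plus unfused red luciferase were exposed to compounds (up to 46 uM) for 4 hrs at 37C. Activity came from the overlap-corrected green/red luminescence ratio.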
# FBPA coupling cs: counter-screen for Giardia aldolase inhibitors: coupling enzyme system; coupling enzyme system counterscreen, AmpLite Red fluorescence; activity change, negative = inhibition, % at 58.2 µM, hits read low; actives 0.67% (n = 290,000); in the data active = activity change below about -30%; note: % is set by controls: 0 for no effect and ±100 for the full control effect
#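 First, compound is pin-transferred into glyceraldehyde-3-phosphate coupling-enzyme reagent at 57.5 uM final and held 10 min at RT. Next, substrate, coupling system and AmpLite Red are added. After 20 min RT, fluorescence (525/598 nm) is read.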
# Integrin act MD: integrin-mediated muscular dystrophy alleviation activation. alpha7betagal myoblasts, beta-gal FDG fluorescence, 48 h. Potency, µM (doses to about 38.3 µM), without a hit: at the highest dose activation, usual class: activators. actives 0.064% (n = 350,000). AID 624291;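 note: potency is the fitted concentration of half-maximal effect; 100% = response of the positive control SU9516; nearly all actives have a fitted effect of over 60% in size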
#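 Alpha7betagal+/- myoblasts (passage 13) were plated 16-24 hr, then exposed to compounds (1:260 dilution of DMSO stock) for 48 hours at 37C. After MPER lysis, β-galactosidase reporter activity was read as FDG fluorescence (ex 480/em 540) after 30 minutes.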
# B2AR arrestin: recruits beta-arrestin to the human beta2-adrenergic receptor; Potency, µM (top dose mostly 46.1 µM), for inactives: top-dose activation, hits mostly activators; P07550; actives 0.02% (n = 330,000); AID 492947; beta-arrestin recruitment to beta2AR, cell-based reporter;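 note: potency is the fitted concentration of half-maximal effect; 0% = DMSO controls and full agonism = EC100 isoproterenol or metaproterenol; nearly all actives have a fitted effect of over 65% in size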
# Menin-MLL TR inh: displaces Texas Red mutant MLL peptide from human menin. Menin + Texas Red MLL mutant peptide, fluorescence polarization. O00255. Potency, µM (highest dose often 61.6 µM), inactives show top-dose FP activity change, negative = inhibition, actives largely listed as inhibitors. actives 0.23% (n = 270,000). AID 1768; active = well fitted inhibition curve with a large enough effect in the polarisation, with a control signal flat, not every such curve was filed as active; inconclusive = small, poorly fitted or top-dose-only effect, or effect the other way, or a change in a side signal; inactive = no such curve, though single readings can be large or run the other way; the % refers to the polarisation; note: potency is the fitted concentration of half-maximal effect; % of control where 0% means no effect; many of its hits are not listed in these tables
# Target sequence (O00255 whole entry, looked up): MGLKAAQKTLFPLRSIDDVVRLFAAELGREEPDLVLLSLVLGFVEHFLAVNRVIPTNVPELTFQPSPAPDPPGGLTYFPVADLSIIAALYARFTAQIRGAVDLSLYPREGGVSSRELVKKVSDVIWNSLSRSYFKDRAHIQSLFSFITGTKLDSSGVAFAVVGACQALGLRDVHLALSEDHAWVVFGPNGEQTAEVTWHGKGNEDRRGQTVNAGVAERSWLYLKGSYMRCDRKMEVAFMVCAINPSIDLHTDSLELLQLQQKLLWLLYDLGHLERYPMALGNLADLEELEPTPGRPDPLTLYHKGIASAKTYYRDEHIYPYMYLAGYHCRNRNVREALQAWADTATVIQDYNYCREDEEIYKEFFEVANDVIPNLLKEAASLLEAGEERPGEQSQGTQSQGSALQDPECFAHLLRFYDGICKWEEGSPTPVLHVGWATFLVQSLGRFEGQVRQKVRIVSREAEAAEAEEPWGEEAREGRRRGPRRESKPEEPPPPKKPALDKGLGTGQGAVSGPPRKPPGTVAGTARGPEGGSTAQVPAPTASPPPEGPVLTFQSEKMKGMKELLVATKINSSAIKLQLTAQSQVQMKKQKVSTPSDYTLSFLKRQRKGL
# Giardia killer: Giardia lamblia killing | Giardia lamblia trophozoite viability | activity change, % at 7.66 µM, hits read low | actives 0.15% (n = 340,000); in the data active = activity change below about -80%; inconclusive = between about -30% and that limit;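 note: parasites exposed to compound for two days anaerobically before the ATP read; % is set by controls: 0 for no effect and ±100 for the full control effect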
#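 Each well holds 100 Giardia trophozoites and compound. After two days (48 hrs) at 37 deg C in anaerobic conditions, ATP is quantified by luminescence.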
# GALK inhibitor: inhibitors of human galactokinase. Potency, µM (doses to about 57.5 µM), inactives show at the top dose activity change, negative = inhibition, actives largely listed as inhibitors. AID 1868. Purified GALK, Kinase-Glo residual ATP luminescence. actives 0.007% (n = 270,000); note: potency is the fitted concentration of half-maximal effect; % is set by controls: 0 for no effect and ±100 for the full control effect
# Target sequence (P51570 whole entry, looked up): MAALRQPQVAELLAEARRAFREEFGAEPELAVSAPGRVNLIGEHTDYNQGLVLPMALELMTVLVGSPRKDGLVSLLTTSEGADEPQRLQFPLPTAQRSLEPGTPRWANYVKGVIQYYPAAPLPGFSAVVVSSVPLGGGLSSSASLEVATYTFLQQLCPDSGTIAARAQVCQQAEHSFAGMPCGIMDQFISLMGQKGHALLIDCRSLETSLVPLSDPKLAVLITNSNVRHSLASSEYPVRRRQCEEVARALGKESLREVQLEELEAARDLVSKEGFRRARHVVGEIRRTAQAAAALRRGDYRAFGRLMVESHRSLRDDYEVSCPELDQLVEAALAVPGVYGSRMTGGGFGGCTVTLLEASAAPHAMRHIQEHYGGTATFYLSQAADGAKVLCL
#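 GALK at 5 nM final was combined with compound, 35 uM ATP and 100 uM galactose in HEPES pH8.0 with MgCl2 and DTT. The reaction ran one hour at room temperature before luminescent ATP detection.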
# The depositor's hits bear a star; ? = inconclusive; · = not tested or not shown; & = joins results of further samples; [ ] = another dose, or the depositor's remark. Unless noted, calls come from the whole dose curve; as a rule, active = well fitted curve in the direction sought with a large enough effect; inconclusive = small, poorly fitted or top-dose-only effect, or another doubt; inactive = no such curve, though single readings can be large; an effect the other way counts as inactive or inconclusive.
SMILES,PKM2 activator,TSG101-PTAP inh,Tb PFK block,S-ASM inh,BCR signal inh,FBPA coupling cs,Integrin act MD,B2AR arrestin,Menin-MLL TR inh,Giardia killer,GALK inhibitor
COC(=O)c1c(C(=O)OC)c(-c2ccc(Cl)cc2)n2c1CS(=O)(=O)C2,-2%,2%,0%,7%,-10%,3,?,0.0%,0%,-5,0%
CC(=O)c1cccc(N(C(=O)CNC(=O)c2cccs2)C(C(=O)NCC2CCCO2)c2ccccc2)c1 (stereo not given),·,-1%,-11%,-1%,1%,-1,3%,0.3%,-24%,4,-1%
Cn1c(=O)oc2cc(S(=O)(=O)NCc3ccc(F)cc3)ccc21,·,-3%,-5%,-3%,3%,·,27%,-0.6%,·,-9,-2%
O=[N+]([O-])c1ccccc1S(=O)(=O)Nc1ccn(Cc2c(F)cccc2Cl)n1,-7%,-1%,-2%,1%,8%,7,-16%,-0.6%,-2%,-4,4%
C=CCn1c(SCC(=O)Nc2cccc(S(N)(=O)=O)c2)nnc1C1CCCCC1,·,-10%,-3%,3%,1%,·,?,0.2%,·,34[activator],·
CCOc1ccccc1NC(=O)COC(=O)C(CC)c1ccccc1 (stereo not given),-2%,1%,-6%,-3%,0%,-1,-13%,-0.2%,-4%,?,13%
Cc1cccc(NC(=S)NCCc2ccc(F)cc2)c1C,-2%,-1%,-2%,0%,0%,3,3%,0.3%,-9%,6,1%
O=S(=O)(c1cccc(-c2nc3n(n2)Cc2ccccc2-3)c1)N1CCCC1,-1%,-8%,-2%,-11%,3%,0,5%,-0.4%,-21%,5,3%
Cc1nc(N2CCC(C)CC2)c2oc3ccccc3c2n1,-9%,-4%,-1%,-6%,7%,-3,-41%,-0.8%,?,-8,-5%
CCN1C(=O)C2(C(C#N)=C(N)Oc3n[nH]c(COC)c32)c2ccccc21 (stereo not given),6%,0%,12%,1%,-7%,5,-3%,0.4%,-3%,-8,-3%
CC(=O)CSc1ncnc2scc(-c3ccc(F)cc3)c12,2%,0%,1%,1%,-18%,2,-15%,0.0%,-1%,-11,-2%
Cc1sc(NC(=O)c2ccco2)nc1-c1ccccc1,-2%,-4%,1%,1%,?,2,6%,-0.2%,?,-10,0%
Cc1noc(C)c1C(=O)NC1CCCc2ccccc21 (stereo not given),-3%,-8%,-11%,0%,0%,1,8%,-0.1%,-4%,12,2%
C=CCOC(=O)CC(NC(=O)c1ccccc1)c1ccccc1 (stereo not given),2%,-2%,-5%,2%,?,1,-1%,-0.4%,3%,14,1%
O=C(Nc1ccc(-c2csc(-c3ccccc3)n2)cc1)c1ccccc1,0%,-1%,1%,-1%,14%,0,0%,-1.2%,?,8,-4%
CC1(C)[C@@H](O)CC[C@]2(C)[C@H]3C(=O)C=C4[C@@H]5C[C@@](C)(C(=O)O)CC[C@]5(C)CC[C@@]4(C)[C@]3(C)CC[C@@H]12,-13%,-3%,-5%,3%,0%,11&3,·,-0.6%,1%&-4%,-11,2%
N#CC1=C(N)NC(SCC(=O)O)=C(C#N)C12CCCC2,22%,-5%,2%,3%,3%,6,5%,-0.3%,14%,1,8%
O=C(CNC(=O)c1ccc(S(=O)(=O)N2CCCCC2)cc1)N/N=C/c1ccco1,-8%,-3%,1%,-1%,0%,-1,21%,0.3%,11%,6,-2%
c1ccc(Cn2nnc3ccccc32)cc1,9%,-4%,-7%,-3%,-2%,-4,15%,-0.1%,-1%,1,-3%
Cc1ccccc1C(=O)Nc1cc(-c2cc(C(C)(C)C)oc2C)nn1C,-10%,-4%,-5%,-13%,?,-4,-29%,0.4%,·,23,-1%
CCOC(=O)C1CCCN(C(=O)c2cc3ccccc3oc2=O)C1 (stereo not given),-1%,-6%,-6%,3%,1%,0,-3%,0.0%,-9%,-13,0%
Oc1ccc(-c2cn3ccccc3n2)cc1,-21%,4%,-6%,5%,-1%,0,16%,-0.4%,·,-21,10%
Cc1ccc(NC(=O)NC(=O)CN2CCN(c3ccc(O)cc3)CC2)c(C)c1,-4%,-2%,-16%,-2%,?,-17,-31%,-0.4%,8%,-2,-2%
Cc1ccccc1CS(=O)(=O)Cc1ccc(C(=O)NCCc2ccccc2)o1,·,0%,-1%,3%,17%&5%,5,3%,0.3%,13%,-13,4%
Cc1nn(Cc2c(F)c(F)c(F)c(F)c2F)c(C)c1NC(=O)c1ccc(COc2ccccc2Cl)cc1,12%,-2%,6%,-5%,?,4,5%,-0.6%,6%,5,-1%
COc1ccc(-c2cc(C(=O)N(C)CC(=O)Nc3ccccc3Br)c3ccccc3n2)cc1OC,·,-4%,-5%,63%[activator],?,·,-9%,0.1%,·,-25,·
COC(=O)c1ccc(C(=O)OC)c(NC(=O)CSCc2ccc(Cl)cc2)c1,-25%,3%,-1%,23%,-1%,-3,2%,-0.1%,?,-20,-1%
C=CC[C@H](CC(=O)N(CCO)Cc1ccccc1)C(=O)N[C@H](COC(=O)[C@H](CC=C)CC(=O)OC(C)(C)C)Cc1ccccc1,·,-3%,9%,1%,?,·,0%,-0.1%,·,-6,·
O=C(Nc1nnc(S(=O)(=O)Nc2ccccc2)s1)c1ccccc1Cl,-25%,-7%,0%,-2%,-6%,11,?,0.5%,?,31[activator],3%
COc1cccc(-n2nnnc2SCC(=O)c2cc(OC)ccc2OC)c1,4%,·,-2%,·,3%,3,·,0.4%,1%,·,3%
CC(=O)Nc1ccc(S(=O)(=O)NC2CCSc3ccccc32)cc1 (stereo not given),-2%,-4%,-3%,-7%,4%,-3,8%,0.3%,-1%,-11,-2%
COc1ccc(C(C)=O)cc1CSc1nncn1C,3%,-6%,-1%,1%,-20%,2,7%,0.4%,0%,7,10%
CC1CN(S(=O)(=O)c2cccc(C(F)(F)F)c2)CC(C)O1 (stereo not given),-1%,-1%,-3%,-1%,?,5,-14%,-0.6%,·,-13,6%
Cc1ccc(C(=O)NCC2CCCO2)cc1[N+](=O)[O-] (stereo not given),5%,0%,2%,0%,-1%,3,3%,-0.5%,4%,-10,0%
Cc1ccc(S(N)(=O)=O)cc1NC(=O)c1ccc2c3c(cccc13)CC2,4%,-1%,1%,-1%,-12%,-5,15%,-0.5%,0%,19,-3%
COc1cc(NC(=O)SC2=NCCS2)cc(OC)c1,3%,0%,11%,4%,-2%,-1,-2%,5.2%,·,11,-2%
CC(C)n1nccc1N(Cc1ccc(Cl)cc1)S(=O)(=O)c1ccccc1,·,1%,-1%,-9%,29%,0,0%,-0.1%,7%,-1,5%
CC(=O)C1=C(O)CC(c2ccccc2)CC1=NCCc1c(C)[nH]c2ccccc12 (stereo not given),6%,-7%,1%,-8%,-1%,4,16%,-1.3%,19%,14,·
O=C(CCc1nnc2ccc(NCc3ccc(F)cc3)nn12)NC1CCCC1,-5%,0%,0%,-2%,-9%,3,-24%,-1.1%,17%,10,0%
O=C(NCCC1CCCCN1S(=O)(=O)c1ccccc1)C(=O)NC1CCCC1 (stereo not given),·,5%,18%,1%,3%,·,-17%,0.6%,·,-15,·
Clc1ccccc1CN1CCC(Cc2ccccc2)CC1,6%,-5%,0%,4%,?,0,-3%,-0.3%,-8%,-5,1%
COc1ccc(Cl)cc1NC(=O)C1CCN(C(=O)Nc2ccccc2)CC1,·,-6%,4%,-1%,-2%,·,-10%,0.5%,·,20,·
O=C(NCc1cccnc1)c1cc(-c2ccccc2)on1,-7%,-2%,0%,-1%,?,2,7%,-0.1%,-4%,-5,0%
O=S(=O)(NC1CC2CCC1C2)c1ccc(Cl)cc1 (stereo not given),4%,-4%,0%,-3%,7%,-1,?,-0.6%,5%,-20,-6%
CC(C)CC(=O)Nc1ccc2c(c1)nc(CCN1CCCCC1)n2C,·,-1%,-2%,2%,?,1,0%,-0.3%,-15%,5,1%
NC(=O)C1CCN(C(=O)CSc2nc3ccccc3s2)CC1,7%,-4%,-1%,0%,0%,1,-7%,-0.2%,·,-2,-4%
CC1(C(=O)NNC(=O)c2ccc([N+](=O)[O-])cc2)CC1(Br)Br (stereo not given),·,-4%,-10%,-5%,0%,·,-11%,-1.0%,·,26,6%

# This is a subset, so the mix of outcomes need not match the whole.
